Bioassay records from PubChem.
Ecoli viability: counter-screen for AddAB inhibitors: E. coli growth inhibition; E. coli V3065 growth, OD600 absorbance, 18 h; inhibition, % at 11.9 µM; 330,000 compounds, 0.27% hits; AID 449728;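 active = inhibition above the campaign's mean inhibition across all tested compounds plus 3 SD, cut at about 9.9% in these data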;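 also: uninfected addAB+ strain grown without phage in ampicillin broth; 0% = DMSO wells and 100% = ciprofloxacin 0.95 µg/ml wells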
Tat transport: blocks Tat-dependent protein export in E. coli; E. coli MC4100 TorA-mCherry Tat export, fluorescence; inhibition, % at 10 µM; 340,000 compounds, 0.036% hits; AID 488895;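 active = mean replicate inhibition at least 50% and at least half of replicates individually reaching 50%; inconclusive = only one of the two criteria met; inactive = neither criterion met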;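 also: exported cargo escapes ClpAP degradation while cytoplasmic cargo is degraded and loses fluorescence; 0% = median of neutral control wells and 100% = median of NaSCN control wells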
AddAB inh: less growth of phage-infected E. coli with AddAB; AID 435030; 330,000 compounds, 0.29% hits; inhibition, % at 11.9 µM; E. coli expressing H. pylori AddAB, absorbance growth; in the data active = inhibition above about 12%;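 also: 0% = vehicle wells of infected cells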
CAL PDZ FP: blocks peptide binding to human CAL PDZ domain; 330,000 compounds, 0.02% hits; Q9HD26; purified CAL PDZ, TMR-peptide fluorescence polarization, 1 h; inhibition, % at 20 µM;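 active = highest replicate inhibition of at least 40%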;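 also: plate controls were DMSO neutral control wells for no effect and unlabeled competitor peptide control wells for full effect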
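System: tagged CAL PDZ domain. Schedule: 1 h room-temperature incubation prior to read. Signal: fluorescence polarization (mP). Measure: percent inhibition from loss of millipolarization.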
PfHsp90 yeast 2: growth inhibition of yeast expressing Plasmodium Hsp90; S. cerevisiae expressing PfHsp90, BacTiter-Glo ATP, 48 h; yeast lacking PDR1 and PDR3 efflux regulators; 310,000 compounds, 0.32% hits; inhibition, % at 9.4 µM;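 active = every replicate shows inhibition above about 80%, whatever the replicate mean, limit read from the data; inconclusive = mean inhibition reaches the set limit but some replicate falls short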;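 also: 0% = DMSO neutral controls and 100% = 20 µM radicicol positive controls; yeast relying on Plasmodium falciparum Hsp90 in place of its own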
Wnt bcat act: activators of Wnt/beta-catenin signaling; Wnt/beta-catenin reporter cell assay, activator, plate reader; 300,000 compounds, 1.2% hits; AID 743398; activation, % at 9.35 µM; in the data active = activation above about 30%, passing the limit was not always enough; inconclusive = no clear call, values can overlap the other calls;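 also: 0% = neutral control wells and 100% = positive control wells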
PvdQ inh: P. aeruginosa PvdQ acylase inhibition; purified PvdQ acylase, fluorescence plate reader; inhibition, % at 10 µM; 340,000 compounds, 0.063% hits; AID 488965; in the data active = inhibition above about 30%, passing the limit was not always enough; inconclusive = no clear call, values can overlap the other calls;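 also: 0% = vehicle neutral wells and 100% = reference inhibitor wells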
DAGLB inhibitor: diacylglycerol lipase beta (human) inhibition; Q8NCG7; HEK293T DAGLB membrane lysate, EnzChek fluorogenic substrate; inhibition, % at 5.17 µM; 340,000 compounds, 0.059% hits; AID 504411; in the data active = inhibition above about 34%;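 also: 0% = enzyme with vehicle and 100% = wells lacking enzyme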
Target sequence (Q8NCG7 whole entry, looked up): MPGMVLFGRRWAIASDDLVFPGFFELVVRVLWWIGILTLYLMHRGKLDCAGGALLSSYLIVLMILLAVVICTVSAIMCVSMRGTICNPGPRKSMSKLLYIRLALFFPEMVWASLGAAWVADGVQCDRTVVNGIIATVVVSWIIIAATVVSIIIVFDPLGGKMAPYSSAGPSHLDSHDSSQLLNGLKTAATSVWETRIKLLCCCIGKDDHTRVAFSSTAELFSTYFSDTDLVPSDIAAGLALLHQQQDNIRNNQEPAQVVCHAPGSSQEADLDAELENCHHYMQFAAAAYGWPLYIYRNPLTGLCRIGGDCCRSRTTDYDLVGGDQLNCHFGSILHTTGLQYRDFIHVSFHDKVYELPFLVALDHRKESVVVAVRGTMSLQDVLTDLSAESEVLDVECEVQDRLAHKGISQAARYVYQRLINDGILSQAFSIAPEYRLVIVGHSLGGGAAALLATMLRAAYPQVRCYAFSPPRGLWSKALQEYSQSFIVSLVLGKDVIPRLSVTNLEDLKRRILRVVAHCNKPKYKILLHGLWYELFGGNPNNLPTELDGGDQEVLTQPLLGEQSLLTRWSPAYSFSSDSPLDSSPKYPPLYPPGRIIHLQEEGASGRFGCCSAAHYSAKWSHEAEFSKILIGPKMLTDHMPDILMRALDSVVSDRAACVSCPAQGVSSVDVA
phage Ecoli inh: E. coli growth loss with phage present; 360,000 compounds, 0.26% hits; growth absorbance; inhibition, % at 11.9 µM; in the data active = inhibition above about 11%
Rtt109 HAT inh: blocks Candida albicans Rtt109/Vps75 acetyltransferase activity; Q5AAJ8; purified Rtt109/Vps75, ThioGlo CoA-SH fluorescence, 4 h; 330,000 compounds, 0.16% hits; inhibition, % at 34.9 µM;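 active = inhibition of at least 50% in every replicate; inconclusive = best replicate reaches 50% inhibition but some replicates fall short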
Target sequence (Q5AAJ8 whole entry, looked up): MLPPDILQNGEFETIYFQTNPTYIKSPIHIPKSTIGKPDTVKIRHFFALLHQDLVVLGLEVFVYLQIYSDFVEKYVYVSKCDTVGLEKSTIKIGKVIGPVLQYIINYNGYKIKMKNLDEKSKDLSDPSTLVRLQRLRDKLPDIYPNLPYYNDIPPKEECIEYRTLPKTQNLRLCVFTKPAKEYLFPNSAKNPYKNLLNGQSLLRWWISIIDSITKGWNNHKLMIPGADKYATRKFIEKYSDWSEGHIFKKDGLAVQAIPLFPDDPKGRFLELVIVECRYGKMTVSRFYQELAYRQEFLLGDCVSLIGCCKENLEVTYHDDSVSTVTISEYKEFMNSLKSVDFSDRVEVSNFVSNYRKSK
* hit, by the source's call; ? = inconclusive; · = no result given. Outcome played no part in choosing rows; about 1.9% have a hit in one of these screens.

Molecule,Ecoli viability,Tat transport,AddAB inh,CAL PDZ FP,PfHsp90 yeast 2,Wnt bcat act,PvdQ inh,DAGLB inhibitor,phage Ecoli inh,Rtt109 HAT inh
CCOc1ccc(CC(=O)NCc2cn3c(C)csc3n2)cc1,0.7,-8.0,-2.2,0.7,-10.7,0.4,-2.0,0.6,3.5,-0.3
C#CCOCCOCCOCCNc1nc(N2CCN(C(=O)Cn3cc(CCO)nn3)CC2)nc(N2CCN(C(=O)[C@H]([C@@H](C)O)n3cc(CCCCN)nn3)CC2)n1,-0.5,-8.9,0.0,0.0,10.1,1.0,-17.0,-0.2,-0.2,-5.3
Cc1cc(C)c(C)c(S(=O)(=O)N2CCC(C(=O)NCCCN3CCCC3=O)CC2)c1C,0.5,-2.5,-0.3,-0.6,0.6,3.6,7.6,-3.0,2.2,8.5
Cc1nc2ccc(NC(=O)c3ccccc3)cc2s1,3.9,-15.1,0.0,-2.1,12.4,?,-6.4,1.4,1.7,·
Cc1ccc(/C(O)=C2/C(=O)C(=O)N(c3ccccn3)C2c2ccc(F)cc2)cc1 (stereo unspecified),-0.9,-1.2,0.3,-1.5,-10.1,4.3,-0.5,4.4,3.8,6.8
Cc1ccc(/C=N/Nc2nc(N3CCCCC3)nc(N3CCCCC3)n2)o1,-0.2,3.0,-2.1,-0.3,-6.0,0.1,-7.9,-6.2,6.1,4.1
Cc1cc(-n2c(SCc3ccccc3F)nc3n[nH]c(C)c3c2=N)ccc1Cl,-1.5,-2.2,-0.1,-0.4,24.7,-5.1,13.9,-1.9,-2.8,3.9
COc1ccccc1N(C(=O)CNC(=O)c1ccco1)C(C(=O)NC1CCCCC1)c1ccncc1 (stereo unspecified),1.3,-2.3,0.5,-2.7,-3.3,0.6,-6.1,1.4,0.0,-4.8
COc1ccc(OC)c(NC(=O)CN2CCc3ccccc3C2)c1,0.5,-16.8,2.5,-3.1,-15.8,-0.4,-10.5,-4.0,0.0,8.6
C/C(=N\N(Cc1ccccc1)c1ccccc1)c1ccncc1,-1.0,1.0,-0.8,-1.9,-7.4,8.1,0.8,-8.9,2.6,4.1
CCOc1ccc(-c2cccc(NC(=O)COc3ccc(Cl)cc3)c2)nn1,4.6,-15.9,4.6,-3.4,-44.4,·,7.2,-4.7,·,-10.8
COc1ccc(C(=O)N2CCN(C(=O)c3ccco3)CC2)cc1OC,2.4,-0.1,0.0,-1.9,-3.4,·,-17.6,-1.4,1.0,0.3
Cc1ccc(OCc2nnc(N)s2)cc1C,3.6,·,3.1,·,·,10.4,·,·,3.2,·
OCC1(CCOc2ccccc2)CCN(Cc2cccn2-c2ncccn2)CC1,1.6,-3.7,3.3,-0.6,9.2,5.3,-9.0,0.9,1.4,-9.0
CCC(C)(C)NC(=O)C(c1ccc(OC)cc1)N(C(=O)CCC(=O)Nc1cc(C)on1)c1cccc(OC)c1 (stereo unspecified),-0.8,7.0,4.3,-2.2,6.0,0.2,-1.6,-2.8,0.1,32.3
O=C(Nc1ccccc1)Nc1cccc(C(F)(F)F)c1,7.0,1.3,9.3,-0.5,-31.8,0.0,-8.6,-4.7,11.3*,5.8
CCOc1ccc(OCCC(=O)OCC(=O)NCCc2ccc(S(N)(=O)=O)cc2)cc1,1.4,6.0,-0.2,-0.3,19.3,-4.8,-6.0,0.1,3.3,2.4
COc1ccc(CN2CCNC(=O)C2CC(=O)NCCSc2nccn2C)cc1OC (stereo unspecified),3.9,2.0,1.2,-2.7,25.0,-2.3,-15.9,0.1,2.8,2.0
Cc1cc(=O)oc2cc(OCc3cc4c(cc3Cl)OCO4)ccc12,-0.3,-1.6,2.5,-1.0,-16.5,·,-5.1,-2.9,2.0,-1.0
CN(C)c1ccc(N2C(=O)CC(Nc3ccc(N4CCOCC4)cc3)C2=O)cc1 (stereo unspecified),-1.1,-4.4,2.1,-0.7,-8.5,-1.2,-2.8,-3.5,3.3,-1.7
Cc1cc(NS(=O)(=O)c2ccc(NS(=O)(=O)c3ccc(Br)cc3)cc2)no1,0.0,1.8,0.8,-0.8,9.0,-0.4,-12.2,1.9,3.0,-7.0
CCCCOc1ccc(C(=O)Nn2c(-c3cccs3)nc3ccccc3c2=O)cc1,-0.1,-4.0,-0.2,0.2,9.0,-1.2,-2.8,-4.9,4.5,-19.7
CN(C(=O)COC(=O)CCCc1c[nH]c2ccccc12)c1c(N)n(Cc2ccccc2)c(=O)[nH]c1=O,-2.1,-8.6,-1.8,-0.4,-1.0,-6.2,-10.5,0.9,5.8,10.8
CC(C)C[C@H](NC(=O)c1[nH]cnc1C(=O)Nc1ccc(Cl)cc1)C(=O)OC(C)(C)C,0.2,12.4,1.6,-0.3,-8.9,-15.8,4.7,-6.3,3.8,6.6
Cc1ccccc1OCC(=O)Nc1cccc(N(C)S(C)(=O)=O)c1,1.3,-3.9,2.7,-3.0,-2.8,-1.5,-7.3,-1.8,3.6,-15.8
CCOC(=O)C1=CN(Cc2cccc(-c3cccnc3)c2)S(=O)(=O)N(C)C1C (stereo unspecified),-0.2,-1.5,0.7,-1.0,5.3,-1.2,-12.6,-2.5,2.3,0.0
Cc1[nH]nc2c1C(c1ccco1)C(C#N)=C(N)O2 (stereo unspecified),1.4,8.0,0.9,0.3,1.4,-1.7,?,-1.6,4.2,5.7
CC(=O)c1ccc(N2C(=O)[C@@H]3C(CCC(N)=O)NC4(C(=O)Nc5c4ccc(Cl)c5C)[C@@H]3C2=O)cc1 (stereo partly specified),1.2,-5.3,2.5,-2.1,·,-0.6,-2.5,-0.1,2.3,3.8
COc1cccc(-c2noc(C(C)n3nc(C)c([N+](=O)[O-])c3C)n2)c1 (stereo unspecified),1.6,2.0,2.1,0.2,28.1,·,4.5,-5.1,1.6,4.5
CCCc1nnc(NC(=O)Nc2ccc(OC)cc2)s1,0.6,7.2,2.1,-0.3,-40.0,13.1,-11.7,1.7,2.4,-10.1
CCN1CCN(c2cc(C(C)C)nc3c(-c4ccccc4)c(C)nn23)CC1,-2.9,·,-3.4,·,·,0.2,·,·,2.9,·
Cc1cccc(C)c1NC(=O)C1(N2C(=O)CC2c2ccccc2)CCCCC1 (stereo unspecified),2.3,-2.2,4.5,-1.4,-2.6,-9.2,-14.3,-1.9,1.0,·
CC(=O)c1c(C)[nH]c(C(=O)CSc2nnc(-c3ccco3)n2Cc2ccccc2)c1C,-0.2,-13.4,-1.5,-2.2,·,·,4.5,0.4,3.0,1.6
COc1ccc(C(=O)O)cc1S(=O)(=O)Nc1ccc2cn[nH]c2c1,-3.9,-3.3,-1.9,1.1,2.1,-2.8,-13.8,0.0,3.0,3.9
O=C(N/N=C/c1ccc(Br)cc1)c1ccc(Br)o1,-0.9,-4.2,1.8,-2.0,3.8,56.1*,-2.6,-3.3,1.4,0.1
CCCOc1ccc(/C(O)=C2\C(=O)C(=O)N(c3ccccn3)C2c2ccccc2F)cc1C (stereo unspecified),-0.7,5.2,3.2,-4.2,-3.9,3.3,-3.8,7.8,4.5,-1.1
O=C(NC12CC3CC(CC(C3)C1)C2)N1CCN(c2ncccn2)CC1,1.7,0.8,2.3,-1.7,1.9,-1.6,7.2,3.3,2.4,30.8
COc1ccc(NC(=O)C(CCSC)NC(N)=O)cc1NS(=O)(=O)c1ccc(F)cc1 (stereo unspecified),2.4,-3.7,4.0,-0.8,-5.3,-0.9,-7.5,1.1,2.2,-1.2
Cc1ccc(S(=O)(=O)NCCSCc2ccco2)cc1,-2.5,-0.2,2.9,-0.5,-18.9,-0.3,-3.2,-4.7,4.4,11.7
Cc1cc(OCC(=O)NCCc2cccc(F)c2)c2c(C)cc(=O)oc2c1,0.9,-5.1,1.9,-1.9,5.3,-0.5,4.4,-0.2,2.1,4.7
COc1cccc(N2CC(O)=C(c3nc4ccccc4s3)C2=N)c1,-1.2,5.7,2.3,-1.6,33.4,6.1,11.5,-4.3,7.5,-1.3
CC(=O)Nc1ccc(N=Cc2c(O)ccc3ccccc23)cc1,-0.8,-10.6,-2.1,-0.6,0.7,-1.0,-7.4,-1.6,1.9,0.2
CCOC1(C(F)(F)F)NC(=O)N(Cc2ccc(OC)cc2)C1=O (stereo unspecified),-0.1,5.2,0.6,-0.2,4.7,·,-18.9,-1.7,-0.2,1.0
COc1ccc(/C=C2/C(=N)N3N=C(CC(=O)N4CCCC4)SC3=NC2=O)cc1OC,-1.2,2.1,2.7,-1.4,5.0,-1.0,-10.1,1.1,5.0,-6.4
O=C(NCc1cccc(Cl)c1)c1ccncc1,0.8,-4.1,1.4,0.6,-1.9,0.5,-14.2,-6.8,1.3,-1.4
O=C(Cn1c(NCCCO)nc2ccccc21)c1ccc(Cl)cc1Cl,0.0,2.2,-0.3,-1.6,-27.1,1.8,-18.5,1.4,2.4,6.3
O=C(O)CCC(=O)N1CCN(S(=O)(=O)c2cccs2)CC1,-0.8,-3.4,-2.8,-1.8,·,-1.6,-16.7,-0.5,2.0,-0.2
C[C@H]1CN=C(N(C)C)N1CCCC1CCCCC1,-0.5,1.1,1.9,0.4,19.1,-3.2,-14.9,0.0,2.9,10.7
CCO[C@H]1OC(C(=O)N2CCN(Cc3ccc4c(c3)OCO4)CC2)=C[C@@H](c2csc3ccccc23)[C@@H]1CCCO,-0.3,10.5,2.8,-1.4,-1.1,-3.5,9.0,-5.4,2.3,1.9
O=C(c1cc2n(n1)C(C(F)(F)F)CC(c1ccc(F)cc1)N2)N1CCCC1 (stereo unspecified),-0.2,6.8,3.0,-0.6,26.6,·,-7.7,0.6,-0.6,-12.5
CN=C(Nc1cc(C)nn1CCC#N)c1ccccc1F,-1.2,2.6,-3.0,-2.1,-12.5,0.2,-5.1,1.4,2.5,-1.8
Cc1nc(-c2ccc(-n3nncc3-c3ccco3)cc2)cs1,-0.1,1.0,0.5,-1.4,-13.8,11.9,-15.1,0.9,-3.1,-1.6
O=[N+]([O-])c1ccc(S(=O)(=O)Nc2ccc(-c3ccc(N4CCOCC4)nn3)cc2)cc1,-1.6,-3.7,-1.1,-2.1,-43.3,1.5,-4.2,5.8,1.0,6.6
C/C(N)=C(/C#N)C(=O)CSc1nc2ccccc2[nH]1,-0.9,3.0,1.6,-1.7,·,·,11.1,0.8,3.5,1.9
Cc1cc(/C=C2\C(=N)N3N=C(CC(=O)N4CCOCC4)SC3=NC2=O)c(C)n1-c1ccccc1,0.5,-3.0,2.3,-2.5,1.4,-2.0,-4.9,7.3,-1.8,-13.0
CCn1cc(C(=O)NCCCN2CCCC2)c(=O)c2cc(S(=O)(=O)N3CCc4ccccc4C3)ccc21,-0.6,-10.8,-1.4,-1.9,-38.4,-4.2,-11.8,-2.4,-0.5,·
